Source: PubChem BioAssay
FUS suppressor: qHTS for Suppressors of FUS Proteinopathy: Primary screen using FUS-linked yeast assay | AID 1347120, 2019 | 390,000 tested, 0.24% active | S. cerevisiae FUS-expressing, growth rescue, OD600, 24 h | Potency, µM (titrated, usually from 76.6 µM), inactives show top-dose growth rescue (activation), most hits filed as activators;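 further: potency means the concentration at half of the fitted maximal effect; plate controls were DMSO vehicle for no effect and reference control for full effect; nearly all actives have a fitted effect of over 55% in size; some results filed as inactive show a strong effect at the top dose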
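Quantitative HTS measuring growth restoration of FUS-toxic yeast. Galactose-induced cells (OD 0.005) were exposed 24hr at 30C to compounds at several concentrations, then absorbance at 600 nm was recorded.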
TDP-43 yeast inh: qHTS of TDP-43 Inhibitors | Potency, µM (doses to about 46.1 µM), for inactives: at the top dose growth rescue (activation), usual class: activators | TDP-43 expressing yeast growth rescue, BacTiter-Glo, 24 h | 410,000 tested, 1.8% active | AID 652104, 2013; further: potency means the concentration at half of the fitted maximal effect; % of control where 0% means no effect; nearly all actives have a fitted effect of over 50% in size
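Yeast expressing TDP-43 (pregrown in raffinose, seeded at OD600=0.02 in galactose medium) exposed to compounds 24 hr at 30 deg C. Growth read by BacTiter-Glo luminescence; rescue of toxicity appears as increased signal.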
Abeta rescue: qHTS for compounds that reverse cellular toxicity of Amyloid beta (A-beta) peptide in yeast: Primary Screen | yeast expressing A-beta42, growth rescue, OD600, 48 h; response scale: 0% DMSO, 100% iron-clioquinol control | Potency, µM (top dose mostly 46.1 µM), inactives show at the top dose growth rescue, most hits filed as activators | 410,000 tested, 0.063% active | AID 1347071, 2019; further: potency means the concentration at half of the fitted maximal effect; nearly all actives have a fitted effect of over 55% in size
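Yeast growth medium received pinned compounds, then yeast cells expressing toxic A-beta were added; plates incubated at 30 C for 48 hr. Growth read as absorbance at 600 nm, normalized to DMSO and equimolar FeCl3 plus clioquinol controls.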
EPAC2 antagonist: qHTS for Antagonist of cAMP-regulated guanine nucleotide exchange factor 2 (EPAC2): primary screen. Rap guanine nucleotide exchange factor 4 (Homo sapiens), Q8WZA2. EPAC2 GEF exchange of Rap1B-BODIPY-GDP, fluorescence. Potency, µM (top dose mostly 114 µM), for inactives: at the top dose activity, negative = inhibition, usual class: inhibitors. 360,000 tested, 0.18% active; further: potency means the concentration at half of the fitted maximal effect; on the % scale 0 is the no-effect control and ±100 the full control effect; nearly all actives have a fitted effect of over 45% in size; many of its hits are not listed in these tables
D3 ag: qHTS of D3 Dopamine Receptor Agonist: qHTS; D3R DiscoveRx beta-arrestin cells, luminescence, 90 min; max activation, %; 410,000 tested, 0.58% active; in the data active means max activation above about 30%; further: 0% is about no effect; mostly tested at two doses, the higher about 12 µM
Target sequence (P35462 whole entry, looked up): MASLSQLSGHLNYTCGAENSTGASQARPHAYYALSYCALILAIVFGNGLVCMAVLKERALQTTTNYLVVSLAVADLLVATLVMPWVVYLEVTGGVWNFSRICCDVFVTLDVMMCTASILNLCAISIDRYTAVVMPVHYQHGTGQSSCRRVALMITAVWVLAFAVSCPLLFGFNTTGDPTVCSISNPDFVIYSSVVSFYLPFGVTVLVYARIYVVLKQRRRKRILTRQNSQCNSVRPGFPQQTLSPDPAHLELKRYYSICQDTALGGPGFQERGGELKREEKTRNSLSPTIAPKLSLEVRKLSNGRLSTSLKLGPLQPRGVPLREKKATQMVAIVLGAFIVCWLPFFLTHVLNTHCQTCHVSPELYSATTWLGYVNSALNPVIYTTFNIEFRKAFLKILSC
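Agonist mode: compounds and dopamine controls were applied to plated cells for 90 min at 37 degrees C after an overnight attachment at 1500 cells/well. Luminescent read-out followed 30 - 60 minutes at room temperature with DiscoveRx detection reagent.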
aSyn rescue: qHTS of alpha-syn Inhibitors. Potency, µM (highest dose often 46.1 µM), inactives show at the top dose growth rescue (activation), usual class: activators. Yeast expressing alpha-synuclein, growth rescue, BacTiter-Glo, 24 h. 370,000 tested, 0.14% active; further: potency means the concentration at half of the fitted maximal effect; % of control where 0% means no effect; nearly all actives have a fitted effect of over 65% in size
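Galactose-induced alpha-syn yeast (OD600=0.02, raffinose-pregrown) + pinned cpd, 24 hr, 30 deg C; growth by BacTiter-Glo luminescence. Growth restoration scores as activation.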
EPAC2 ag: qHTS for Agonist of cAMP-regulated guanine nucleotide exchange factor 4 (EPAC2): primary screen | Rap guanine nucleotide exchange factor 4 (Homo sapiens), Q8WZA2 | AID 720711, 2013 | EPAC2 activation, biochemical qHTS; response scale: 100% = 6.5 mM cAMP response | 360,000 tested, 0.079% active | Potency, µM (top dose mostly 154 µM), for inactives: at the highest dose activation, hits mostly activators; further: potency means the concentration at half of the fitted maximal effect; nearly all actives have a fitted effect of over 50% in size
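Fluorescence exchange assay: 100 nM EPAC2 with 250 nM RAP1B-BODIPY-GDP and 50 uM GDP; compounds tested as a concentration-titration series (qHTS). Loss of Rap1-bound BODIPY-GDP fluorescence read at 480/540 nm; data normalized to 6.5 mM cAMP.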
D3 antag: qHTS of D3 Dopamine Receptor Antagonist: qHTS; D(3) dopamine receptor (Homo sapiens), P35462; D3R cells, DiscoveRx beta-arrestin luminescence, antagonist mode; stronger effect = lower value; max response, negative = inhibition, %; 360,000 tested, 2.5% active; in the data active means max response below about -50%; inconclusive means no clear call, values can overlap the other calls; further: on the % scale 0 is the no-effect control and ±100 the full control effect; mostly tested at two doses, the higher about 12 µM
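Cells expressing the human receptor were seeded at 1500 cells/well, incubated overnight at 37 degrees C in 5% CO2, then exposed to library compounds with dopamine controls for 90 minutes at 37 degrees C before luminescent detection.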
* hit, by the source's call; ? = inconclusive; nt = no result given; & = joins results of further samples; [ ] = another dose, or the depositor's remark. Unless noted, the call rests on the fitted dose curve; in most records, active means well fitted curve in the direction sought with a large enough effect; inconclusive means small, poorly fitted or top-dose-only effect, or another doubt; inactive means no such curve, though single readings can be large; an effect the other way counts as inactive or inconclusive.

Under each structure – Abeta rescue, FUS suppressor, TDP-43 yeast inh, EPAC2 antagonist, aSyn rescue, D3 antag, D3 ag, EPAC2 ag
CCn1c(SCC(=O)Nc2ccc3c(c2)OCO3)nnc1C(C)C
  -4%, 7%, -4%, 9%, 2%, 24, 1, 4%
COc1ccc(Cl)cc1NC(=O)CN(C)C(=O)c1ccc(OCc2ccccc2)c(OC)c1
  34%, ?, 19%, -6%, 6%, 3, 3, -4%
Cc1cc(C(=O)N/N=C2\CC(=O)CC(C)(C)C2)c2ccccc2n1
  -12%, -27%, 15%, 1%, 14%, -3, -1, 1%
CCOc1ccc2oc(-c3ccccc3)c(C(=O)N3CCN(C)CC3)c2c1
  -3%, 4%, 4%, -4%, 0%, -10, -2, 9%
CCN(CC)C(=O)COc1ccc(CC(=O)O)cc1OC
  7%, -16%, 1%, -1%, -4%, 2, -1, 1%
Cc1ccc(Cn2cc(CCC(=O)NCC(C)c3ccccc3)c3ccccc32)cc1 (stereo unspecified)
  5%, 10%, 11%, nt, nt, nt, -15, nt
CCC(C)NC(=O)CN1C(=O)CC(C)(C)S(=O)(=O)c2ccccc21 (stereo unspecified)
  -17%, -23%, 0%, 0%, 5%, 0, -12, 8%
CCC(C(=O)NCCCc1ccccc1)n1nc(C)c2c(C)n(-c3ccccc3)nc2c1=O (stereo unspecified)
  5%, 5%, 6%, 3%, 0%, 5, 1, 5%
CCOC(=O)C=Nc1c(N)n(C)c(=O)n(C)c1=O
  -9%, nt, 6%, 9%, 0%, -14, -14, 4%
Cc1ccc(C)c(NC(=O)C2C(c3ccccc3)C2(Cl)Cl)c1 (stereo unspecified)
  -14%, -15%, -15%, -5%, 0%, -12, -9, 14%
O=C1CN=C(Nc2ccccc2)N1Cc1cccs1
  12%, -1%, 6%, 6%, -6%, 6, 1, 0%
Cc1cccc(N(C(=O)CNC(=O)c2ccco2)C(C(=O)NC2CCCCC2)c2cccnc2)c1 (stereo unspecified)
  -7%, 10%, -5%, -2%, 0%, -17, -29, 7%
CC1CCC2(CC1)NC(=O)N(CC(=O)N1CCN(S(=O)(=O)c3ccccc3)CC1)C2=O (stereo unspecified)
  -10%, 12%, -12%[0.397 µM], -8%, 2%, 12, -7, 7%
Cc1cccc(-n2c(O)c(C=NC3CCS(=O)(=O)C3)c3ccccc3c2=O)c1 (stereo unspecified)
  4%, -8%, 9%, 9%, -12%, 15, 10, -20%
CCOc1ccc2[nH]c3c(NCCc4ccc(OC)c(OC)c4)ncnc3c2c1
  -8%, ?, -3%, -8%, ?, 11, 10, 10%
N#C/C(=C\c1ccc(N2CCCCC2)c([N+](=O)[O-])c1)c1nn(-c2ccccc2)c(N)c1C#N
  10%, nt, 19%, -3%, 1%, -3, -6, 0%
COC(=O)CS(=O)(=O)c1cc([N+](=O)[O-])ccc1NC(=O)OC
  -5%, -21%, 0%, -7%, 2%, -11, -4, 1%
O=C(Nc1cccc2ccccc12)N1CC=C(c2ccccc2)CC1
  20%, -10%, 11%, -2%, 5%, ?, 0, 8%
Cc1ccc(-c2nnc(N(C)C(=O)c3ccccn3)s2)cn1
  -1%, -3%, -1%, 7%, -4%, -11, -3, 7%
Cc1ccc2c(c1)C1CN(C)CCC1N2C(=O)Nc1ccc(Cl)cc1 (stereo unspecified)
  -9%, 13%, -25%, 1%, -14%, -28, -5, 4%
CCOc1ncccc1C(=O)OCC(=O)c1c(N)n(C)c(=O)n(C)c1=O
  6%, 14%, -5%, -1%, -3%, 0, 3, 20%
CC(NC(=O)Cc1cccs1)C(c1cccs1)N1CCN(c2ccccc2F)CC1 (stereo unspecified)
  4%, 27%, -11%, -8%, 10%, -10, 0, 5%
CC(C)CN1CCC(=O)N(CCO)CC1
  -5%, -12%, -21%, 10%, -8%, 0, -10, 7%
COc1ccc(F)cc1C(=O)C1CCCN(C(=O)CCN2CCCCO2)C1 (stereo unspecified)
  5%, -15%, 6%, -1%, 3%, -2, -1, 6%
Cc1ccc(C)c2[nH]c(=O)c(C(c3nnnn3Cc3ccccc3)N3CCc4ccccc4C3)cc12 (stereo unspecified)
  -5%, ?, -9%, -5%, 0%, 23, -15, 5%
Cc1cc(N2C(=O)C(O)=C(C(=O)c3cc4ccccc4o3)C2c2ccc(Cl)cc2)no1 (stereo unspecified)
  -5%, 6%, -9%, 5%, 1%, 7, -8, -11%
CCN1C(=O)[C@H]2[C@@H](c3ccc(C)cc3)N3C(=O)N(c4ccc(C)cc4)C(=O)[C@@]3(Cc3ccccc3)[C@H]2C1=O
  -17%, ?, 1%, -12%, 1%, 43, 48*, -5%
CCOc1cccc(=O)c2c(C)n(Cc3ccccc3)c(C)c12
  0%, -31%, -1%, 3%[57.1 µM], 1%, 4, -2, 10%
CC1CC1c1ccc(/C=C(\C#N)C(=O)Nc2ccc(Cl)cc2)o1 (stereo unspecified)
  -2%, nt, 24%, -1%, -15%, ?, -26, 22%
OCC1(Cc2ccccc2)CCN(C2CCN(c3ccccc3F)CC2)CC1
  6%, 5%, -30%[inhibitor], 13%, 0%, ?, -9, -5%
CCC(C)(C(=O)Nc1ccccc1C)N(C(=O)CNC(C)=O)c1ccc(C)cc1 (stereo unspecified)
  -1%, 2%, -8%, 9%, -3%, 6, 5, -9%
O=[N+]([O-])c1cccc(/C=N/Nc2nc(N3CCOCC3)nc(N3CCOCC3)n2)c1
  3%, nt, 2%, 3%, -2%, 20, 1, 0%
O=C(Nc1cccc(C2OCCCO2)c1)c1cccs1
  18%, -10%, 3%, 6%, 5%, -6, -10, 0%
COc1ccc(-n2c(=O)c(CCC(=O)N3CCN(c4ccccc4O)CC3)nc3ccccc32)cc1
  8%, ?, 26%, -8%, 16%, -5, -2, 8%
CC1(C)Cc2cccc(OCC(=O)Nc3cccnc3Cl)c2O1
  16%, -2%, 17%, 8%, 11%, 39, -1, -13%
CC(=O)Cc1nsc(NC(=O)c2ccc(-c3cccc(C(F)(F)F)c3)o2)n1
  5%, 21%, 14%, 0%, -3%, 23, -2, -7%
O=C(NC1CC1)C1=C[C@@H](c2coc3ccccc3c2=O)C[C@@H](OCc2ccc(CO)cc2)O1
  5%, 4%, 9%, 10%, 2%, -6, -3, 3%
O=C(Nc1ccccc1F)C1COc2ccccc2O1 (stereo unspecified)
  -1%, -28%, 21%, -11%, 1%, -10, -5, 1%
COc1ccc(NC(=O)N(CCC(C)C)C(C)c2ccccn2)c(OC)c1 (stereo unspecified)
  4%, 2%, ?, -14%, 2%, -53*, -5, 7%
O=C(C[C@@H]1C/C=C\C[C@H](Cc2ccc(F)cc2)C(=O)OC[C@@H](Cc2c[nH]c3ccccc23)NC1=O)NCCO
  -4%, 35%, 8%, 8%, 0%, ?, 5, 4%
COc1cccc(C=O)c1OC(=O)N1CCOCC1
  -7%, -7%, -21%, 6%, -2%, -14, -8, 5%
CCOc1cc(C2NC(=O)NC(c3ccccc3)=C2C(C)=O)ccc1OC(C)=O (stereo unspecified)
  -7%, -21%, 14%, 13%, -2%, 4, 3, 2%
CC(=O)Nc1cc(NC(C)=O)cc(-c2nc3ccccc3[nH]2)c1
  -14%&2%, 8%&21%, 14%, 5%, -6%, 4, 4&-31, 17%
CCc1c(C(=O)N/N=C/c2sccc2C)nnn1-c1nonc1N
  -13%, 39%, -11%, -6%, -5%, 6, -2, 9%
CC(C(=O)NCc1ccccc1F)n1ccc2cc(S(=O)(=O)N3CCCC3)ccc21 (stereo unspecified)
  -4%, 18%, 14%, nt, nt, nt, 4, nt

Nothing new here: entries from further up.
Under each structure – Abeta rescue, FUS suppressor, TDP-43 yeast inh, EPAC2 antagonist, aSyn rescue, D3 antag, D3 ag, EPAC2 ag
COc1cccc(C=O)c1OC(=O)N1CCOCC1
  -7%, -7%, -21%, 6%, -2%, -14, -8, 5%
CCOc1cc(C2NC(=O)NC(c3ccccc3)=C2C(C)=O)ccc1OC(C)=O (stereo unspecified)
  -7%, -21%, 14%, 13%, -2%, 4, 3, 2%

(listing goes on)
Under each structure – Abeta rescue, FUS suppressor, TDP-43 yeast inh, EPAC2 antagonist, aSyn rescue, D3 antag, D3 ag, EPAC2 ag
Cc1cccc(C(C)C)c1NC(=O)C1CCCN1S(=O)(=O)c1cccc2nsnc12 (stereo unspecified)
  -10%, 17%, 26%, nt, nt, nt, 7, nt
O=C(Nc1ccccc1)c1n[nH]c(Cn2cncn2)n1
  -1%, 0%, -1%, 6%, -8%, 10, 5, -7%
O=[N+]([O-])c1csc2ccccc12
  -1%, -21%, -12%, 2%, 0%, -11, -5, 10%
c1ccc(-c2csc(Nc3ncccn3)n2)cc1
  -4%, -21%, 18%, 4%, -8%, 10, 1, 5%
CN(C)S(=O)(=O)c1cccc(NC(=S)Nc2cc(Cl)cc(Cl)c2)c1
  -4%, nt, 19%, -1%, -41%[inhibitor], 15, -2, -8%
CCCCCN(C(=O)CCC(=O)OCC(=O)N1CCCCC1C)c1c(N)n(CCCC)c(=O)[nH]c1=O (stereo unspecified)
  4%, nt, 9%, 3%, 4%, 10, 23, 16%
CC(O)(c1cccnc1)c1nc(/C=C/c2ccccc2)cs1 (stereo unspecified)
  -9%, -1%, 13%, 9%, 0%, 0, -5, 13%
Nc1nc(Sc2ccc(C(F)(F)F)cc2[N+](=O)[O-])n[nH]1
  8%, -4%, -3%, -10%, 1%, ?, 2, 4%
COc1ccccc1[C@@H]1C(c2cccc(Cl)c2)=NN(c2ccc(Br)cc2)[C@H]1C(=O)N1CCOC1=O
  5%, -16%, 11%, -3%, 7%, -12, -4, 11%
Cc1cc(NC(=O)CSc2nnc(C)o2)no1
  2%, -31%, 2%, 0%, -9%, 11, -1, 7%
CCCCCCCCCCCCN1[C@@H](CC(=O)OC)c2cc(C(F)(F)F)ccc2S1(=O)=O
  5%, 4%, -6%, -11%, -7%, ?, -29, 8%
O=C(COC(=O)c1ccccc1NCCO)NCCC1=CCCCC1
  5%, 28%, 15%, 6%, 0%, -64*, -15, 28%
O=c1[nH]c2c(cnn2-c2ccc(Cl)cc2)c(=O)n1-c1cccc(Cl)c1
  -14%, 17%, -20%, -3%, -6%, ?, -1, 8%

Some of the compounds tested; rates above refer to the full screens.
